# High-throughput results as filed in PubChem.
# TDP1 cell CPT – growth inhibition of DT40 Tdp1-/-;hTDP1 cells with camptothecin (screen for TDP1 inhibitors) | chicken DT40 Tdp1-/-;hTDP1 cells + 20 nM CPT, ATP luminescence, 48 h | Potency, µM (top dose mostly 46.2 µM), without a hit: at the top dose activity change, negative = growth inhibition, most hits filed as inhibitors | hit rate 12% among 420,000 | AID 686979; note: nearly all actives have a fitted effect of over 55% in size
#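 Chicken DT40 Tdp1-/- cells complemented with human TDP1, 400 cells/well, exposed to compounds plus 20 nM camptothecin for at least 48 h at 37 C; viability read as ATP content by CellTiter-Glo luminescence.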
# DT40 TDP1 no CPT – qHTS for Inhibitors of human tyrosyl-DNA phosphodiesterase 1 (TDP1): qHTS in cells in absence of CPT | DT40 Tdp1-/- hTDP1 cells, no CPT, ATP luminescence, 48 h | Potency, µM (series often up to 46.2 µM), for inactives: top-dose activity change, negative = growth inhibition, actives largely listed as inhibitors | hit rate 15% among 420,000; note: nearly all actives have a fitted effect of over 55% in size
#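 No-CPT arm: Tdp1-/-;hTDP1 DT40 cells (400/well) plus compounds, incubated ≥48 hr at 37 °C. Readout CellTiter-Glo luminescence.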
# TDP1 block – TDP1 (human) enzyme inhibition; Q9NUW8; recombinant TDP1, AlphaScreen DNA substrate cleavage; Potency, µM (top dose mostly 130 µM), inactives show at the top dose activity change, negative = inhibition, usual class: inhibitors; hit rate 0.28% among 350,000; note: nearly all actives have a fitted effect of over 40% in size
# Target sequence (Q9NUW8 whole entry, looked up): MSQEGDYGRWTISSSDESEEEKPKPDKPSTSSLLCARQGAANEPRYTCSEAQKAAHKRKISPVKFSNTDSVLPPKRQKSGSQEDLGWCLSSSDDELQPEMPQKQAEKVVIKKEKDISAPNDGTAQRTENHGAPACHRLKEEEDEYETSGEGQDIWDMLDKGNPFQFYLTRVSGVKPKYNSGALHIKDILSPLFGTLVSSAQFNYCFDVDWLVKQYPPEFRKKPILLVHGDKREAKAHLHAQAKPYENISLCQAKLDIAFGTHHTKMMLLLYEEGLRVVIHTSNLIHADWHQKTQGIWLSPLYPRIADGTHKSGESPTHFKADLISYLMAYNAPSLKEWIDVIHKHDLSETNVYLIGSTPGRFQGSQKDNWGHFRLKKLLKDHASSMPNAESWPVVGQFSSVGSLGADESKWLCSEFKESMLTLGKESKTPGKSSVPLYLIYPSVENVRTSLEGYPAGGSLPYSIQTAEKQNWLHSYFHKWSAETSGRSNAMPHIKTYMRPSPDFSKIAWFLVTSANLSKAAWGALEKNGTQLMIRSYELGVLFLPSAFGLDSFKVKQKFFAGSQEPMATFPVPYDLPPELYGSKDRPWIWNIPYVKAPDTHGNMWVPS
#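 Enzyme-compound mixtures sat 15 min at room temperature, followed by a 5 min reaction with 15 nM final substrate and 10 min with AlphaScreen beads. Recombinant human Tdp1 was used at 1 nM final.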
# * = called active by the depositor; ? = inconclusive; . = not tested or not shown; [ ] = another dose, or the depositor's remark. Calls come from the whole dose curve; as a rule, active = well fitted curve in the direction sought with a large enough effect; inconclusive = small, poorly fitted or top-dose-only effect, or another doubt; inactive = no such curve, though single readings can be large; an effect the other way counts as inactive or inconclusive. % is set by controls: 0 for no effect and ±100 for the full control effect; potency is the fitted concentration of half-maximal effect.
SMILES	TDP1 cell CPT	DT40 TDP1 no CPT	TDP1 block
CCOC(=O)c1c(NC(=O)COc2cccc3c2CCN(CC)C3=O)sc2c1CCC2	?	8.2µM*	1%
CS(=O)(=O)Nc1cccc(-c2nc(NC3CC3)c3ccccc3n2)c1	?	?	.
O=C(CN1CCN(S(=O)(=O)c2ccc(Br)cc2)CC1)Nc1ccc2c(c1)OCO2	-17%	?	6%
O=C(Nc1cccc([N+](=O)[O-])c1)c1ccc2snnc2c1	12%	13%	2%
COc1ccc(C(=O)Nc2ccccc2N2CCOCC2)cc1Br	?	?	4%
O=C(CSc1nnc(-c2ccncc2)o1)NC1CCCCC1	10%	-10%	0%
Cc1ccc(-c2csc(/C(C#N)=C(\O)CN3CCN(C(=O)c4ccco4)CC3)n2)cc1	3%	-21%	5%
Cc1nc2sc3c(c2c(=O)n1NC(=O)CCBr)CCCC3	18µM*	18µM*	0%
CCOC(=O)c1ccccc1NC(=O)CSc1ccc(-c2sc(-c3ccccc3)nc2C)nn1	?	18µM*	-10%
O=C(Nc1cccc(F)c1)c1ccc(S(=O)(=O)N2CCCCC2)cc1	?	?	0%
O=C(c1cccc(Cl)c1)N1CCN(c2ccccn2)CC1	-25%	-26%	5%
CCOc1ccccc1CN1CCNC(=O)C1CC(=O)N(C)Cc1nonc1C (stereo not given)	?	1%	3%
Cc1cccc(C(=O)N2CCC(=O)N(C(COCc3cccc(Cl)c3)Cc3ccccc3)CC2)c1 (stereo not given)	?	16µM*	1%
CCC(Sc1nc2c(cnn2-c2ccccc2)c(=O)[nH]1)C(=O)OC (stereo not given)	-1%	-4%	0%
O=C(COC(=O)c1ccccc1Nc1ccccc1)NCc1ccco1	-10%	-11%	1%
CCOC(=O)Cn1ccc(NC(=O)COc2ccc(F)cc2F)n1	-3%	3%	1%
NC(=O)C1CCN(C(=O)C2CC(=O)N(Cc3ccccc3)C2)CC1 (stereo not given)	3%	21%	-8%
CCOc1ccccc1C(=O)Oc1cc(C)[nH]c(=O)c1[N+](=O)[O-]	5%	-7%	.
Cc1[nH]c2ccc(C(=O)N3CCCC3)cc2c1C	20%	-1%	4%
CCc1ccccc1NS(=O)(=O)c1ccc2[nH]cc(C(=O)NCc3ccco3)c(=O)c2c1	-5%	-18%	1%
CCCn1cc(S(=O)(=O)c2ccc(OC)cc2)c(=O)c2cc(F)c(N3CCCC(C)C3)cc21 (stereo not given)	?	18µM*	-1%
C=CCn1c(SCC(=O)NCCOC)nc2scc(-c3ccco3)c2c1=O	-18%	-17%	?
CC(C)c1cccc(C(C)C)c1NC(=O)COc1nncc2ccccc12	-21%	?	1%
COc1cccc(Cn2c(=O)c(C)nc3cnc(OCc4ccccc4)nc32)c1	-23%	18µM*	.
O=C(CCCN1C(=O)/C(=C\c2ccco2)SC1=S)Nc1ccc(O)cc1C(=O)O	?	?	5%
CCN(CC)C(=O)C1=C(C)N(CCCOC)C(=O)C(CC(=O)NCCN2CCOCC2)C1 (stereo not given)	1%	-16%	.
O=C(c1cc2cc(Cl)ccc2[nH]1)N1CCN(C(=O)c2ccco2)CC1	?	?	1%
CN(C)/N=C/c1ccc(Sc2ccc([N+](=O)[O-])cc2[N+](=O)[O-])o1	?	23µM*	5%
CCOCCCn1c(C)nc2c(c1=O)c1nc3ccccc3nc1n2CCC1=CCCCC1	?	?	4%
O=C(COc1ccc([N+](=O)[O-])cc1)NC(C(=O)O)C(O)c1cccc([N+](=O)[O-])c1 (stereo not given)	17%	-5%	2%
CCOc1ccc(CNC(=O)c2ccc3nc(Cc4ccc(OC)cc4)oc3c2)cc1OC	18µM*	13µM*	9%
COCCCNC(=O)CC(NCCCOC)C(=O)O (stereo not given)	8%	0%	0%
COc1ccc(-c2ccc3nncn3c2)cn1	13%	0%	.
CCN(CC)S(=O)(=O)c1cccc(C(=O)NCC2CCCCC2)c1	?	21µM*	.
CS(=O)(=O)Nc1ccc(-c2cnc3cccnn23)cc1	?	?	.
COc1ccc(CNC(=O)C2(CC3CC(c4ccccc4)=NO3)CCNCC2)cc1 (stereo not given)	?	-26%	.
Cc1cccc(C)c1NC(=O)CN1C(=O)S/C(=C\c2cccn2C)C1=O	-24%	-21%	-4%
Cc1cccc(-n2nc(C)c3c(C(=O)O)cc(-c4cccs4)nc32)c1	3%	-7%	-2%
O=C(c1cccs1)N1C[C@@H](n2cc(-c3ccc(F)cc3)nn2)[C@H](O)C[C@@H]1c1ccc(Cl)cc1	13µM*	23µM*	.
c1ccc2nc(N3CCCC3)c(N3CCCC3)nc2c1	-5%	?	.
Cc1onc(-c2ccccc2)c1C(=O)NCc1cccc(Cl)c1	-3%	-21%	.
Cc1ccc(NC(=O)CN(C)c2ccc(S(=O)(=O)N3CCN(C)CC3)cn2)cc1	?	?	2%
O=C(CSc1nc2ccccc2n1Cc1ccccc1)N/N=C/c1ccccc1C(=O)O	3%	23%	.
Cc1cccc(Cn2c(SCc3ccc(C(=O)NC4CCCC4)cc3)nc3ccncc32)c1	?	?	5%
CC(C)CNC(=O)/C=C/C=C/c1ccc2c(c1)OCO2	0%	?	0%
Cn1c(=O)[nH]c(Nc2ccccc2)c([N+](=O)[O-])c1=O	21%	-11%	3%
COc1ccc(CNC(=O)Cn2cnc3c(OCc4ccccc4)ncnc32)cc1	-20%	?	0%
O=C(CNC(=O)c1ccc(Cl)cc1Cl)OCn1nnc2ccccc2c1=O	?	?	-4%
COc1cccc(COC(=O)c2cc(S(=O)(=O)N3CCCCC3)ccc2N2CCOCC2)c1OC	?	?	.
CN(C)C(=O)c1ccc(OCC(F)(F)F)nc1	6%	-1%	5%
Cc1cccc(OCC(=O)NCc2cc(C)nc3ccccc23)c1	?	?	5%
COc1ccc(C(C)=O)cc1Cn1c(C)c(C(=O)NCc2cccc(C(F)(F)F)c2)sc1=O	?	?	.
C=CCSC1=N/C(=C\c2ccc3c(c2)OCO3)C(=O)S1	7%	?	-6%
O=C(CN1C(=O)C(c2ccc(F)cc2)=NC12CCCCCC2)Nc1ccccc1Cl	?	23µM*	0%
COC(c1ccc2c(c1)CN(C(=O)Cn1nc(C)c3ccccc3c1=O)CCO2)C1CCCCC1 (stereo not given)	-2%[9.04 µM]	-17%	.
CCC/C(C#Cc1ccsc1)=C1/c2ccccc2C(=O)N1c1ccccc1	?	?	-2%
COc1cc(O)c2c(c1)COC2=O	-2%	3%	5%
COc1cccc(C(NC(C)=O)c2nc(-c3cc4ccccc4o3)cs2)c1 (stereo not given)	?	?	.
Cc1cc(C(C#N)c2cccc(Cl)c2)n2ncnc2n1 (stereo not given)	-11%	-7%	6%
CCN1C(=O)CC(N2CCC(C(=O)N3CCCCCC3)CC2)C1=O (stereo not given)	7%	-4%	-5%

# (further entries)
SMILES	TDP1 cell CPT	DT40 TDP1 no CPT	TDP1 block
COc1ccc(CN2CCn3ncc(C(=O)Nc4cc(C)cc(C)c4)c3C2=O)cc1	5.8µM*	?	3%
O=C(O)CSc1nnc(-c2cccc(S(=O)(=O)N3CCCCC3)c2)o1	1%	16%	3%
CN(CC(=O)NCc1ccc2c(c1)OCO2)S(=O)(=O)c1ccc(Cl)cc1	-27%	?	0%
CCOc1ccccc1NC(=O)COC(=O)CC(NC(N)=O)c1ccc(Cl)cc1 (stereo not given)	14%	-5%	5%
O=C(NCCc1ccccc1)c1cc2ncc(Br)cn2n1	-13%	-16%	-8%
O=S(=O)(O)c1ccc(O)c2cc(Nc3ccccc3)ccc12	11%	0%	.
CC1CCN(S(=O)(=O)c2ccc3c(c2)c(=O)c(C(=O)NCc2ccc(Cl)cc2)cn3C)CC1	-27%	4.6µM*	2%
Cc1cc(C)c(NC(=O)c2ccc(S(=O)(=O)N3CCOCC3)cc2)c(C)c1	-4%	?	2%
C/C(CC(=O)NC1CCCCC1)=N\NC(=O)c1ccc(Br)cc1	3%	-2%	-2%
O=c1c2nnn(-c3ccc(Br)cc3)c2ncn1Cc1ccccn1	-4%	-26%	1%
COc1cc(C#N)ccc1OC(=O)Cc1cc(OC)c(OC)c(OC)c1	-5%	-15%	-5%
Cc1ccc(NC(=O)c2ccccc2N2C(=O)C3C4C=CC(C5CC45)C3C2=O)cc1C (stereo not given)	21µM*	?	3%
CSc1ccc(CCNC(=O)C2CCN(c3nnc(-n4cccc4)s3)CC2)cc1	2%	-17%	2%
COc1ccccc1S(=O)(=O)N(C)C[C@H]1OCc2cnnn2CCCC(=O)N([C@@H](C)CO)C[C@@H]1C	1%	-5%	.
COc1ccc(NC(=O)C2CC2)cc1-n1cnnn1	-16%	-15%	4%
CNC(=O)NC(=O)COC(=O)CCc1nc(=O)c2ccccc2n1C	6%	-9%	0%
CCNC(=O)COc1ccc(/C=N/NC(=O)c2cccnc2)cc1OC	-19%	-12%	0%
Cc1ccc(NC(=O)C2C3CCC(O3)C2C(=O)O)cc1Cl (stereo not given)	-1%	-20%	3%
Cc1n(Cc2ccccc2)c2ccccc2[n+]1Cc1ccccc1	1.2µM*	0.73µM*	.
CC1CN(C(=O)Cn2c(=O)oc3ccccc32)CC(C)O1 (stereo not given)	13%	-10%	9%
COC(=O)C1CCN(C(=O)c2ccccc2Oc2ccccc2)CC1	-27%	-24%	1%
O=C(NC1CCCC1)C1CCCN1C(=O)Nc1ccccc1 (stereo not given)	8%	-1%	3%
CCC(C(=O)N1CCOCC1)n1c2ccccc2c2nc(=O)cc(C)n21 (stereo not given)	4%	1%	2%
COc1ccc(NC(=S)NN(C)C(=S)Nc2ccc(OC)cc2)cc1	?	?	8%
C#CCOCCOCCOCCNc1nc(N2CCN(C(=O)[C@H](CCC(=O)O)n3cc([C@@H](N)[C@H](C)CC)nn3)CC2)nc(N2CCN(C(=O)[C@H](CCC(=O)O)n3cc([C@@H](N)CCSC)nn3)CC2)n1	-7%	1%	2%
CS(=O)(=O)N(Cc1ccc(Cl)cc1)c1ccc(C(=O)NCCC2=CCCCC2)cc1	-11%	-23%	8%
O=C(O)c1ccc2c(c1)N(Cc1ccccc1)C(=O)c1ccccc1S2=O (stereo not given)	?	-17%	-7%
NC(=O)CC(NC(=O)c1ccc(Br)cc1)c1ccc(NC2CCCCCC2)c([N+](=O)[O-])c1 (stereo not given)	16µM*	16µM*	.
O=C(N/N=C/c1ccc([N+](=O)[O-])cc1)c1cc2ccccc2o1	-2%	-4%	.
COC(=O)C1CC2(C(=O)OC)CC(C(=O)OC)(CC(C(=O)OC)C2=O)C1=O (stereo not given)	4%	-17%	.
COC(CNC(=O)C1CCC(CNS(=O)(=O)c2c(C)cc(C)cc2C)CC1)OC (stereo not given)	-22%	-24%	.
Cc1ccc(C2NC(=O)c3sc(=S)n(-c4ccccc4)c3N2)cc1 (stereo not given)	23µM*	-30%	5%
COc1ccc(-c2cc(C(F)(F)F)nc(-n3ccnc3C)n2)cc1	?	21µM*	1%
CC(Cc1cccs1)NC(=S)Nc1ccc(Cl)cc1 (stereo not given)	?	?	4%
CC(C)Oc1ccc(CNC(=O)c2cnc3sc(N4CCCCCC4)nn3c2=O)cc1	-13%	-20%	6%

# In the list so far, these contain two or more sulfur atoms:
SMILES	TDP1 cell CPT	DT40 TDP1 no CPT	TDP1 block
CCOC(=O)c1ccccc1NC(=O)CSc1ccc(-c2sc(-c3ccccc3)nc2C)nn1	?	18µM*	-10%
C=CCn1c(SCC(=O)NCCOC)nc2scc(-c3ccco3)c2c1=O	-18%	-17%	?
O=C(CCCN1C(=O)/C(=C\c2ccco2)SC1=S)Nc1ccc(O)cc1C(=O)O	?	?	5%
C=CCSC1=N/C(=C\c2ccc3c(c2)OCO3)C(=O)S1	7%	?	-6%
O=C(O)CSc1nnc(-c2cccc(S(=O)(=O)N3CCCCC3)c2)o1	1%	16%	3%
CSc1ccc(CCNC(=O)C2CCN(c3nnc(-n4cccc4)s3)CC2)cc1	2%	-17%	2%
COc1ccc(NC(=S)NN(C)C(=S)Nc2ccc(OC)cc2)cc1	?	?	8%
Cc1ccc(C2NC(=O)c3sc(=S)n(-c4ccccc4)c3N2)cc1 (stereo not given)	23µM*	-30%	5%
CC(Cc1cccs1)NC(=S)Nc1ccc(Cl)cc1 (stereo not given)	?	?	4%
